# AHR activator: human AHR activation. actives 2.5% (n = 320,000). activation, % at 5 µM. AID 2796. P35869. AHR-responsive luciferase reporter cells, luminescence; in the data active means activation above about 47%;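 further: 0% = vehicle wells and 100% = reference agonist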
# Fam108B counter: counter-screen for RBBP9 inhibitors: inhibitors of mouse Fam108B; recombinant Fam108B, FP-Rh probe fluorescence polarization; actives 0.33% (n = 300,000); inhibition, % at 9.51 µM;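 active means inhibition above the screen mean inhibition plus 3 SD, computed separately per campaign, cut at about 18% in these data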;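 further: inhibitors lower polarization as less probe binds the enzyme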
# GLD-1 TGE inh: GLD-1-TGE RNA interaction inhibition (C. elegans) | Q17339 | purified GLD-1 + fluorescein TGE RNA, fluorescence polarization | inhibition, % at 5.96 µM | actives 0.44% (n = 320,000) | AID 2280;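 active means percent inhibition above a per-plate cutoff, the plate mean of test compounds plus 3 SD, cut at about 30% in these data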;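 further: 0% = DMSO wells with GLD-1 and probe and 100% = wells lacking GLD-1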
# PME-1 inh: blocks human protein phosphatase methylesterase 1. Q9Y570. recombinant PME-1, FP-Rh probe fluorescence polarization. inhibition, % at 5.9 µM. actives 0.53% (n = 320,000);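 active means inhibition above the campaign mean of all compounds plus 3 SD, cut at about 26% in these data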;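 further: competitive labeling of PME-1 active site by serine hydrolase directed probe; 0% = PME-1 with DMSO and 100% = wells lacking PME-1 enzyme; inhibitors block probe labeling so polarization falls and inhibition rises; many of its hits are not listed in these tables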
# pPAFAH FP inh: pPAFAH (human) enzyme inhibition; actives 1.5% (n = 330,000); AID 463082; Q13093; inhibition, % at 3.39 µM; recombinant pPAFAH, FP-rhodamine probe fluorescence polarization;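 active means inhibition above the mean inhibition across the screen plus 3 SD, cut at about 25% in these data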;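 further: inhibitors block binding of the rhodamine activity-based probe so polarization drops; 0% = enzyme with DMSO and 100% = wells lacking pPAFAH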
# MEX-5 binding: C. elegans MEX-5 TCR-2 RNA binding activity | AID 1832 | MEX-5/FITC-TCR2 RNA binding, fluorescence polarization; hits give low values | activity score (negative = inhibition of binding), % at 10 µM | actives 0.38% (n = 300,000);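 active means inhibition past about -25% in most replicates, and total fluorescence under double the plate's negative control median, limit read from the data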;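 further: 0% = DMSO and -100% = 5 µM competing unlabeled TCR2 RNA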
# Target sequence (Q9XUB2 whole entry, looked up): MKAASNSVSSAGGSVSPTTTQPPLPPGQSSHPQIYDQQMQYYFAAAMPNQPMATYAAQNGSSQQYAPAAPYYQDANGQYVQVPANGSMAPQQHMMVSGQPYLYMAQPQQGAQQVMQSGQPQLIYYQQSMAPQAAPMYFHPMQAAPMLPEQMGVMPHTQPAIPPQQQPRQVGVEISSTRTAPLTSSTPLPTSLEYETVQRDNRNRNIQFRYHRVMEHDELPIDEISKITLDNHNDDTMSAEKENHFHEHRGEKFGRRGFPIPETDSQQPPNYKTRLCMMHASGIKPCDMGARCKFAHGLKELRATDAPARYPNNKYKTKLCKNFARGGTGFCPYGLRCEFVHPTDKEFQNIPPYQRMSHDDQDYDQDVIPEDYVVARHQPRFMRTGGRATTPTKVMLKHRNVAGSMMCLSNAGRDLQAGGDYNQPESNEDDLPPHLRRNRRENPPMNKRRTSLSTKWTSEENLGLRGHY
# BCLXL inh: blocks human Bcl-xL binding to Bim BH3 peptide; inhibition, % at 10.9 µM; Q07817; AID 2129; actives 0.7% (n = 320,000); GST-Bcl-xL / FITC-Bim BH3 peptide fluorescence polarization;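 active means inhibition above the mean of all tested compounds plus 3 SD, cutoff set per campaign, cut at about 30% in these data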;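 further: 0% = DMSO wells and 100% = unlabeled Bim-BH3 peptide competitor; inhibitors lower millipolarization by displacing the labeled peptide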
# PAFAH1B2 inh: inhibitors of human PAFAH1B2; P68402; recombinant PAFAH1B2, FP-rhodamine activity probe, fluorescence polarization; inhibition, % at 3.39 µM; actives 1.2% (n = 340,000); AID 492953;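 active means inhibition above the mean of all tested compounds plus 3 SD, cut at about 24% in these data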;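 further: 0% = enzyme with DMSO and 100% = wells lacking PAFAH1B2; many of its hits are not listed in these tables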
# Target sequence (P68402 whole entry, looked up): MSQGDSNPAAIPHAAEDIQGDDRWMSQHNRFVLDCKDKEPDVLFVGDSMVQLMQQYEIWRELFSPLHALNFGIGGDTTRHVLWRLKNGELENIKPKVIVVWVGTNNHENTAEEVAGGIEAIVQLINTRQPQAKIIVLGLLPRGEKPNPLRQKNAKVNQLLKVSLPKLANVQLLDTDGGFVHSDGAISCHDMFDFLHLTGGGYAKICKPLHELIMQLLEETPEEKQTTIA
# MCL1 BIM primary: inhibitors of human MCL1 binding to BIM-BH3 peptide; Q07820; GST-MCL1 / FITC-Bim-BH3 fluorescence polarization; inhibition, % at 10.9 µM; actives 0.68% (n = 320,000); AID 2057;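 active means inhibition above the mean inhibition of all tested compounds plus 3 SD, set per campaign, cut at about 40% in these data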;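 further: 0% = DMSO wells and 100% = unlabeled Bim-BH3 peptide control; higher means more loss of mP so more displacement of Bim peptide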
# Target sequence (Q07820 whole entry, looked up): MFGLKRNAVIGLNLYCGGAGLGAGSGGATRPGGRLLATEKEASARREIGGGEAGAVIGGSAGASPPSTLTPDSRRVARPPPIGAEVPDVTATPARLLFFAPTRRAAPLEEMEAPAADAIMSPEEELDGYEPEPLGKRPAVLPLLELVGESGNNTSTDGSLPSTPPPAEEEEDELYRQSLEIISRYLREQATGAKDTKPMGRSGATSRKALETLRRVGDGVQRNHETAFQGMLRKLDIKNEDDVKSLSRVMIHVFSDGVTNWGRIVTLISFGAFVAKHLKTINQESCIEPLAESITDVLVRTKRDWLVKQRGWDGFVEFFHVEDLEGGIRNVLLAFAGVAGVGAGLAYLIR
# An asterisk follows results filed as active; nt = not tested or not shown. The list is partial. The share of hits here may be higher or lower than overall.
No.	compound	AHR activator	Fam108B counter	GLD-1 TGE inh	PME-1 inh	pPAFAH FP inh
1	CCNC(=O)CC1C(=O)N(c2ccccc2)C(=O)N1CCc1ccc(OC)cc1 (stereo unspecified)	-1	-4	3	-3	7
2	O=C1CCCC2=C1C(c1ccncc1)c1c(nc(SCc3ccccc3)[nH]c1=O)N2 (stereo unspecified)	1	-1	8	3	4
3	O=C1OC(c2ccccc2)=C/C1=C/c1cccs1	0	2	1	3	5
4	Cc1ccc(N2CC(C(=O)OCC(=O)c3ccc(C)c([N+](=O)[O-])c3)CC2=O)cc1 (stereo unspecified)	0	0	1	2	7
5	Cc1cc(C)n(CC(=O)N/N=C/c2cc([N+](=O)[O-])ccc2O)n1	8	-5	1	5	-7
6	Cc1csc(N/N=C/c2ccccn2)n1	-4	8	2	1	5
7	CC(=O)Nc1ccc(N(CC(=O)NC2CCCC2)C(=O)CCC(=O)Nc2cc(C)on2)cc1	0	9	-1	4	4
8	CCNC(=S)NNC(=O)C1CCCCC1	2	6	1	-4	2
9	CC(=O)Nc1ccc(OCC(O)Cn2ccnc2)cc1 (stereo unspecified)	2	-2	-1	-3	-8
10	CC(C)=CCSc1nnc(CCNC(=O)OC(C)(C)C)o1	0	5	10	0	2
11	Cc1cccc(N2C(=O)CCC2=O)n1	9	12	9	-1	1
12	Cc1cc(NC(=O)COc2ccccc2C#N)no1	4	nt	4	-2	3
13	O=C(/C=C\c1ccco1)Oc1cccc2cccnc12	4	10	0	0	1
14	CCc1ccccc1NC1c2ccccc2C(=O)N1c1cc(C)ccn1 (stereo unspecified)	3	-4	6	0	5
15	Cc1ccc(Cl)cc1NC(=O)c1cnn2c1NC(c1ccco1)CC2C(F)(F)F (stereo unspecified)	8	-25	-2	-30	-7

No.	MEX-5 binding	BCLXL inh	PAFAH1B2 inh	MCL1 BIM primary
1	-1.1	7	1	3
2	0.4	8	14	8
3	-3.1	0	2	2
4	-0.4	1	-1	-4
5	-16	2	4	1
6	-15	5	4	3
7	1.2	5	0	1
8	-1.2	-1	7	3
9	0.4	2	0	6
10	0.7	3	0	1
11	2.2	2	4	-6
12	nt	2	0	-4
13	-0.8	8	0	19
14	1.6	5	1	5
15	-1.5	2	-17	-6

# By substructure, the entries above with a furan ring, fused or not (2)
No.	compound	AHR activator	Fam108B counter	GLD-1 TGE inh	PME-1 inh	pPAFAH FP inh
13	O=C(/C=C\c1ccco1)Oc1cccc2cccnc12	4	10	0	0	1
15	Cc1ccc(Cl)cc1NC(=O)c1cnn2c1NC(c1ccco1)CC2C(F)(F)F (stereo unspecified)	8	-25	-2	-30	-7

No.	MEX-5 binding	BCLXL inh	PAFAH1B2 inh	MCL1 BIM primary
13	-0.8	8	0	19
15	-1.5	2	-17	-6

# Returning to the listing; the 4 compounds before the break are reprinted first.
No.	compound	AHR activator	Fam108B counter	GLD-1 TGE inh	PME-1 inh	pPAFAH FP inh
12	Cc1cc(NC(=O)COc2ccccc2C#N)no1	4	nt	4	-2	3
13	O=C(/C=C\c1ccco1)Oc1cccc2cccnc12	4	10	0	0	1
14	CCc1ccccc1NC1c2ccccc2C(=O)N1c1cc(C)ccn1 (stereo unspecified)	3	-4	6	0	5
15	Cc1ccc(Cl)cc1NC(=O)c1cnn2c1NC(c1ccco1)CC2C(F)(F)F (stereo unspecified)	8	-25	-2	-30	-7
16	Clc1ccc(C2[C@H]3CN(Cc4cccnc4)[C@H](c4ccccc4)C34CC2(c2ccccc2)C4)cn1 (stereo partly specified)	3	0	-9	-1	9
17	CCOC(=O)c1c(NC(C)=O)sc2c(O)c(Br)ccc12	-2	5	8	0	8
18	CCCCn1c(=O)c(CCC(=O)OCC(=O)Nc2ccc(F)c(Cl)c2)nc2ccccc21	0	-6	2	0	9
19	CC(C)c1ccc(NC(=S)NNC(=O)C2CC2)cc1	6	-1	9	10	1
20	O=C(NCc1ccncc1)C(=O)NCC1OCCCN1S(=O)(=O)c1ccc(F)cc1 (stereo unspecified)	0	0	3	-1	1
21	CN(c1cccc(Cl)c1)S(=O)(=O)c1cccc(C(=O)NN2CCOCC2)c1	1	nt	9	-7	-2
22	CC(=O)C1=C(O)C(=O)N(c2cccc(Br)c2)C1c1ccc(Br)cc1 (stereo unspecified)	0	-3	5	3	10
23	CCn1c(=N)c(C(=O)NCCCOC)cc2c(=O)n3cccc(C)c3nc21	34	-2	3	6	5
24	Cc1ccc2c(CN3CCCc4ccccc43)cc(=O)oc2c1C	17	-3	-4	-7	6
25	COc1ccc(C2CC(=O)C(C3NCCc4ccccc43)=C(O)C2n2cncn2)cc1 (stereo unspecified)	2	-3	9	9	6
26	CN1C(=O)CSc2ccc(NC(=O)N3CCc4ccccc43)cc21	-2	1	2	1	4
27	COc1cccc2sc(Nc3nnc(-c4ccccc4Cl)o3)nc12	63*	5	7	22	16
28	CN(C)c1ccc(NC(=O)/C=C/c2c(Cl)cccc2Cl)cc1	100*	3	-4	7	6
29	COc1cc(/C=C/c2nc3ccccc3c(=O)[nH]2)cc(Br)c1O	7	5	-34	13	6
30	COc1ccc(C(=O)NCc2nnc(SCC(=O)Nc3cc(Cl)ccc3OC)o2)cc1	14	0	-13	2	-2

No.	MEX-5 binding	BCLXL inh	PAFAH1B2 inh	MCL1 BIM primary
12	nt	2	0	-4
13	-0.8	8	0	19
14	1.6	5	1	5
15	-1.5	2	-17	-6
16	2.1	-1	-3	-3
17	-1.1	2	-1	19
18	-1.3	-2	8	-4
19	0.0	1	2	4
20	-0.2	0	-1	1
21	nt	6	5	3
22	-3.3	3	3	-7
23	nt	2	2	7
24	1.8	6	5	1
25	1.6	7	4	4
26	0.2	8	1	3
27	0.9	2	5	3
28	-1.7	1	-2	16
29	-2.3	-4	13	-1
30	1.6	-6	15	6

# (more compounds)
No.	compound	AHR activator	Fam108B counter	GLD-1 TGE inh	PME-1 inh	pPAFAH FP inh
31	Cc1c(NC(=O)c2ccccc2)cccc1[N+](=O)[O-]	-2	-2	8	1	2
32	COc1cc(OC)cc(C(=O)N(CN2CCCC2=O)c2ccccc2OC)c1	-2	-4	6	-2	4
33	O=C(O)CCS(=O)(=O)Cc1ccccc1F	1	0	3	6	7
34	CCCc1cc(=O)[nH]c(SCC(=O)Nc2nonc2N)n1	-1	-2	7	1	-5
35	COCCSc1ccccc1C(=O)NCc1ccc(S(N)(=O)=O)cc1	0	0	5	3	2
36	O=C(CN1C(=O)NC2(CCCCC2)C1=O)Nc1ccc(F)cc1	3	0	-2	-11	0
37	N=c1oc2ccccc2cc1C(=O)Nc1ccccc1	9	0	9	-4	1
38	O=C1C2C3C=CC(C4CC34)C2C(=O)N1/N=C/c1ccc([N+](=O)[O-])s1 (stereo unspecified)	11	-1	10	-1	2
39	COC(=O)c1cc(C(=O)NC(C)(C)CC(C)(C)C)cc([N+](=O)[O-])c1	2	0	7	2	1
40	O=C(Nc1ccc(Br)cc1F)c1ccc2c(c1)OCCO2	-6	0	0	-9	-5
41	CC(C)C[C@H](NC(=O)N1CCN(c2ccccc2)CC1)C(=O)O	-2	0	-2	-3	4
42	C=CCn1c(SCc2cccnc2)nnc1-c1ccncc1	5	6	3	2	3
43	O=C(CSc1ncccn1)Nn1cnnc1	3	1	5	-1	5
44	O=C(NCCc1ccccc1Cl)c1cc(COc2ccc(F)cc2F)on1	-4	-7	-1	-3	3
45	O=S(=O)(/N=C(/c1ccccc1)N1CCOCC1)c1ccc(F)cc1F	-2	nt	5	nt	-2

No.	MEX-5 binding	BCLXL inh	PAFAH1B2 inh	MCL1 BIM primary
31	0.7	-1	2	4
32	-1.3	2	6	2
33	-2.8	-3	2	-6
34	2.6	4	5	6
35	3.2	3	1	5
36	1.0	-6	5	-1
37	-3.2	-2	1	19
38	-1.0	2	0	-16
39	1.5	5	15	10
40	1.5	0	2	11
41	-1.2	4	0	4
42	-0.7	-4	3	-7
43	-0.8	0	4	-2
44	-1.8	4	10	2
45	nt	nt	-3	nt

# Additional structures
No.	compound	AHR activator	Fam108B counter	GLD-1 TGE inh	PME-1 inh	pPAFAH FP inh
46	CC(OC(=O)c1ccccn1)C(=O)Nc1nc(-c2ccc(F)c(F)c2)cs1 (stereo unspecified)	-2	nt	0	nt	15
47	CC(C)c1nc2oc3c(=O)[nH]cnc3c2c2c1COC(C)(C)C2	-1	5	-1	-3	4
48	O=C(Nc1ccc([N+](=O)[O-])cc1Br)c1cccnc1	-3	-5	7	-5	1
49	O=C(N/N=C/c1ccco1)c1cc(=O)[nH]c2ccccc12	0	-2	1	-5	-7
50	CCOC(=O)c1[nH]c(C)c(C(=O)NCCC2=CCCCC2)c1C	13	4	9	3	4
51	O=C(Nc1ccccc1)Nc1nnc(-c2ccccc2)o1	4	-2	4	-6	1
52	C/C(N)=C(/C#N)C(=O)COC(=O)CCS(=O)(=O)c1ccccc1	1	-2	2	-2	7
53	O=C(O)/C=C/C(=O)Nc1ccc(-c2ccccc2)cc1	6	1	2	-4	3
54	CC(=O)c1c(C)[nH]c(C(=O)N2CCN(c3cc(Cl)ccc3C)CC2)c1C	4	-2	7	4	5
55	Cn1c(C(O)c2ccc(Cl)cc2)nc(Cl)c1Cl (stereo unspecified)	88*	1	6	-1	2
56	COc1ccc(CC(=O)NCC2CCCN(Cc3cccc(SC)c3)C2)cc1 (stereo unspecified)	0	3	-9	-5	-1
57	C=CCOc1ccc(C2C(C(=O)c3cccs3)=C(O)C(=O)N2c2nnc(C)s2)cc1 (stereo unspecified)	7	1	74*	3	-3
58	CC1CCCCC1NC(=O)C1CCC(CNc2c(N3CCCCC3)c(=O)c2=O)CC1 (stereo unspecified)	-3	-1	1	4	1
59	CNC(=S)N1N=C2c3ccccc3CCC2C1c1ccccc1Cl (stereo unspecified)	3	0	-2	-5	2
60	CN1CCN(c2nc(-c3ccccc3O)nc3ccccc23)CC1	19	-1	-1	7	3
61	O=C(COC(=O)CNC(=O)c1cccc(F)c1)NCCC1=CCCCC1	2	0	0	9	8

No.	MEX-5 binding	BCLXL inh	PAFAH1B2 inh	MCL1 BIM primary
46	nt	nt	-3	nt
47	0.7	6	5	1
48	1.2	3	-3	2
49	0.0	1	5	6
50	0.6	1	2	7
51	-1.2	-2	-4	4
52	-0.5	6	2	8
53	-2.9	6	2	0
54	1.7	4	0	2
55	-3.5	-4	7	-9
56	1.4	0	7	7
57	-30*	100*	4	100*
58	-1.5	0	5	-2
59	0.5	6	3	8
60	-2.0	2	-3	1
61	-0.9	5	0	1

# Values in list order from the list.
# pPAFAH FP inh, compounds 52–60, in order: 7, 3, 5, 2, -1, -3, 1, 2, 3
# MEX-5 binding, compounds 52–60, in order: -0.5, -2.9, 1.7, -3.5, 1.4, -30*, -1.5, 0.5, -2.0
# BCLXL inh, compounds 52–60, in order: 6, 6, 4, -4, 0, 100*, 0, 6, 2

# Screens (PubChem)
